Tb PGK inh – inhibitors of T. brucei phosphoglycerate kinase; P07378; PGK/GAPDH coupled, Kinase-Glo luminescence, 60 min; Potency, µM (doses to about 57.5 µM), for the others: top-dose activity change, negative = inhibition, hits mostly inhibitors; 0.043% of 380,000 active; AID 602233; also: % is scaled to controls: 0 for no effect and ±100 for the full control effect; nearly all actives have a fitted effect of over 60% in size
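Luminescent ATP detection (Kinase-Glo Plus) follows a 60-minute room-temperature incubation, with wells lacking PGK as controls. Buffer: 100 mM TEA (pH 7.6), 5 mM MgCl2, 0.01% Tween-20. Coupling enzyme GAPDH (100 nM final) supplies unstable 1,3-BPG in-well.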
ALOX12 inh – inhibitors of human 12S-lipoxygenase ALOX12. P18054. purified 12hLO, xylenol orange hydroperoxide absorbance. Potency, µM (titrated, usually from 108 µM), without a hit: at the highest dose activity change, negative = inhibition, most hits filed as inhibitors. 1.1% of 580,000 active; also: % is scaled to controls: 0 for no effect and ±100 for the full control effect
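Hydroperoxide product was detected by ferrous iron/xylenol orange as the 573 to 405 nm absorbance ratio. Arachidonic acid at 40 uM (final) was turned over for 30 min at room temperature by 150 nM human 12hLO, pH 7.0 Hepes buffer, after 15 min compound preincubation.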
ERG Ets-DNA blk – ERG Ets/DNA interaction inhibition; Potency, µM (doses to about 76.9 µM), for the others: at the top dose FP activity, negative = inhibition, most hits filed as inhibitors; fluorescence polarization, His-ERG Ets domain / labelled DNA; 0.028% of 370,000 active; AID 624246; P11308; active = well fitted inhibition curve with a large enough effect in the polarisation, with a control signal flat; inconclusive = small, poorly fitted or top-dose-only effect, or effect the other way, or a change in a side signal; inactive = no such curve, though single readings can be large or run the other way; the % refers to the polarisation;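 also: polarization taken with two DNA probes labelled with fluorescein and Texas red; % of control where 0% means no effect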
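His-tagged ERG Ets domain (1 uM in the protein solution; 300mM KCl, 50mM Tris-HCl, 1mM EDTA, 1mM DTT, pH 7.5) received compound, then a probe mix of 5 nM fluorescein-DNA and 100nM Texas-615-DNA. Fluorescence polarization was read for both dyes.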
JMJD2A Tudor – JMJD2A Tudor domain (human) inhibition. O75164. AlphaScreen JMJD2A-Tudor / H3K4me3 peptide binding. Potency, µM (top dose mostly 114 µM), for the others: at the top dose activity change, negative = inhibition, usual class: inhibitors. 4.4% of 390,000 active. AID 504339; also: % is scaled to controls: 0 for no effect and ±100 for the full control effect; nearly all actives have a fitted effect of over 50% in size
GLS inhibitor – glutaminase GLS (human) inhibition. Potency, µM (top dose mostly 45.5 µM), inactives show at the top dose activity change, negative = inhibition, actives largely listed as inhibitors. 0.21% of 410,000 active. GLS enzymatic activity, qHTS titration. O94925; also: % is scaled to controls: 0 for no effect and ±100 for the full control effect
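Assay buffer: 45 mM KH2PO4 pH 8.2, 0.02% Tween-20. hKGA acts on L-glutamine (1 mM solution added); product glutamate is reported by an oxidase/peroxidase Amplex Red coupling, with fluorescence taken at baseline and 30 min.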
TrxR1 inh – rat TrxR1 inhibition. AID 588453. Potency, µM (series often up to 114 µM), inactives show at the top dose activity change, negative = inhibition, actives largely listed as inhibitors. 1% of 390,000 active. O89049. recombinant rTrxR1, NADPH fluorescence consumption, selenite substrate; also: % is scaled to controls: 0 for no effect and ±100 for the full control effect; nearly all actives have a fitted effect of over 65% in size
Target sequence (O89049 whole entry, looked up): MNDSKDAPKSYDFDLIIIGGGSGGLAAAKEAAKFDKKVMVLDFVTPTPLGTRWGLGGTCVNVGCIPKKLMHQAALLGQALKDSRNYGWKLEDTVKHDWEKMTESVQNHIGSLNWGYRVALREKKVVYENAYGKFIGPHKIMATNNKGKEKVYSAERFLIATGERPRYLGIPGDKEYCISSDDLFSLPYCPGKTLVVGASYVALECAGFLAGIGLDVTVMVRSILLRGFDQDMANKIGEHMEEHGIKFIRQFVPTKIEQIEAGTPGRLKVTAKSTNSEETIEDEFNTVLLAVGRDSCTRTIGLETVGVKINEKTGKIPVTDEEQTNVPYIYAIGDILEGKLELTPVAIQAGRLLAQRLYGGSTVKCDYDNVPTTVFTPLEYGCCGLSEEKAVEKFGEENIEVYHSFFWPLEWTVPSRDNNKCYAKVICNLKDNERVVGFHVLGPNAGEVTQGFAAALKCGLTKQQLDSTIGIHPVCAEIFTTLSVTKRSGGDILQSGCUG
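Rat TrxR1 (90 nM in the dispensed reagent) was pre-reduced with 400 uM NADPH for 5 min at room temperature, then incubated with compound for 15 min. After 400 uM selenite was added, NADPH fluorescence (Ex 340/Em 450 nm) was followed for 8 min.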
RGS4 inh – blocks human RGS4-accelerated GTP hydrolysis; P49798; Transcreener GDP fluorescence polarization, RGS4-accelerated GTP hydrolysis; Potency, µM (titrated, usually from 114 µM), for the others: at the top dose activity change, negative = inhibition, actives largely listed as inhibitors; 0.039% of 390,000 active; AID 504845; also: % is scaled to controls: 0 for no effect and ±100 for the full control effect; nearly all actives have a fitted effect of over 75% in size; some results filed as inactive show a strong effect at the top dose
Target sequence (P49798 whole entry, looked up): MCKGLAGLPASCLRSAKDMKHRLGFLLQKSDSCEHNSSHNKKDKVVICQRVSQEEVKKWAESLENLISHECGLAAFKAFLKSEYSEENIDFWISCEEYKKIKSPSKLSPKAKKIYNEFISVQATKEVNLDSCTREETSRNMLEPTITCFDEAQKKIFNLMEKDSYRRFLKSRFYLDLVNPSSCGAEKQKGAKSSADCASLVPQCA
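MLSMR compounds (23 nl, pin-transferred) preincubated 10 min at room temperature with a 500nM (2x) first reagent, then RGS4 at 900nM (2x) plus Transcreener GDP mix added; fluorescence polarization (620/688 nm) read before and after 90 min at 30 °C.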
HP1b chromo inh – HP1-beta chromodomain-methylated histone interaction inhibition | P83916 | AlphaScreen HP1-beta / biotin-H3K9me3 peptide binding | Potency, µM (doses to about 114 µM), inactives show top-dose activity change, negative = inhibition, hits mostly inhibitors | 0.56% of 390,000 active | AID 540317; also: nearly all actives have a fitted effect of over 70% in size; inactives centre near 23
Target sequence (P83916 whole entry, looked up): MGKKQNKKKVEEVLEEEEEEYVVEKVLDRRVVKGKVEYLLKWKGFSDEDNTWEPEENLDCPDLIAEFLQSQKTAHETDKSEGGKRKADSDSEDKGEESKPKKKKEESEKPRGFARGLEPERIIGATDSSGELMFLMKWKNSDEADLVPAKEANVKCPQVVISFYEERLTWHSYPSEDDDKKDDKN
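HP1-beta protein (50 nM final) preincubated 30 min at room temperature with biotinylated H3(1-18)K9me3 peptide (50 nM) in PBS pH 7.4, 0.01% Tween-20, then compound added for 30 min. AlphaScreen streptavidin donor/nickel chelate acceptor beads (10 ug/mL final), 30 min dark, luminescence read.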
Pin1 inh – blocks the human prolyl isomerase Pin1; Pin1 FP peptide displacement, HiFluor488, 10 min; Potency, µM (series often up to 115 µM), for the others: at the highest dose activity, negative = inhibition, most hits filed as inhibitors; 0.009% of 390,000 active; AID 504891; active = well fitted inhibition curve with a large enough effect in the polarisation, with a control signal flat, not every such curve was filed as active; inconclusive = small, poorly fitted or top-dose-only effect, or effect the other way, or a change in a side signal; inactive = no such curve, though single readings can be large or run the other way; the % refers to the polarisation; also: % is scaled to controls: 0 for no effect and ±100 for the full control effect
Target sequence (Q13526 whole entry, looked up): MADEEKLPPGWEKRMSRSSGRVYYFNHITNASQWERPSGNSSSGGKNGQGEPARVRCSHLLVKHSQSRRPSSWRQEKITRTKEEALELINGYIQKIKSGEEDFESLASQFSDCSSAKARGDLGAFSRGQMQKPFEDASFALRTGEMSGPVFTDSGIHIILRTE
An asterisk follows results filed as active; & = joins results of further samples; [ ] = remark or other dose. Unless noted, calls follow the shape of the dose curve; as a rule, active = well fitted curve in the direction sought with a large enough effect; inconclusive = small, poorly fitted or top-dose-only effect, or another doubt; inactive = no such curve, though single readings can be large; an effect the other way counts as inactive or inconclusive. Potency is read from the fitted curve at half-maximal effect.

How did CCc1sc(C(=O)N(CCCOC)c2c(N)n(CC(C)C)c(=O)[nH]c2=O)cc1C do in these assays?
Tb PGK inh: 2%; ALOX12 inh: 0%; ERG Ets-DNA blk: 1%; JMJD2A Tudor: -7%; GLS inhibitor: -4%; TrxR1 inh: 4%; RGS4 inh: 3%; HP1b chromo inh: 30%; Pin1 inh: -2%

Results for COc1ccc(NS(=O)(=O)c2cccc(NC(=O)C34CCC(CC3)C4)c2)cc1 ?
Tb PGK inh: -1%; ALOX12 inh: -15%; ERG Ets-DNA blk: -4%; JMJD2A Tudor: -23%; GLS inhibitor: 10%; TrxR1 inh: 23%; RGS4 inh: -25%; HP1b chromo inh: 31%; Pin1 inh: -3%

Results for O=C(COC(=O)/C=C/c1cccc(F)c1)NC1CC1 ?
Tb PGK inh: 5%; ALOX12 inh: 7%; ERG Ets-DNA blk: 0%; JMJD2A Tudor: -10%; GLS inhibitor: 2%; TrxR1 inh: 5%; RGS4 inh: -3%; HP1b chromo inh: 14%; Pin1 inh: 0%

Results for OCCC1CN(Cc2ccncc2)CCN1C1CCCC1 (stereo unspecified) ?
Tb PGK inh: -9%; ALOX12 inh: 0%; ERG Ets-DNA blk: 9%; JMJD2A Tudor: -15%; GLS inhibitor: 5%; TrxR1 inh: 15%; RGS4 inh: 5%; HP1b chromo inh: 24%; Pin1 inh: -1%

What do the screens show for `CCOC(=O)C(C)Sc1nnc2n1C(C)(C)Cc1ccccc1-2` (stereo unspecified)?
Tb PGK inh: -3%; ALOX12 inh: 0%; ERG Ets-DNA blk: -4%; JMJD2A Tudor: -5%; GLS inhibitor: -4%; TrxR1 inh: 8%; RGS4 inh: -34%; HP1b chromo inh: 28%; Pin1 inh: -11%

How did COc1ccc(/C=N/Nc2nnc(Cc3ccc(OC)c(OC)c3)c(=O)[nH]2)cc1OC do in these assays?
Tb PGK inh: -3%; ALOX12 inh: -11%; ERG Ets-DNA blk: inconclusive; JMJD2A Tudor: inconclusive; GLS inhibitor: -2%; TrxR1 inh: 0%; RGS4 inh: inconclusive; HP1b chromo inh: 13%; Pin1 inh: 56%[activator]

What do the screens show for `Cc1c(N=Cc2cc3c(cc2[N+](=O)[O-])OCO3)cccc1[N+](=O)[O-]`?
Tb PGK inh: -3%; ALOX12 inh: 0%; ERG Ets-DNA blk: -4%; JMJD2A Tudor: inconclusive; GLS inhibitor: 3%; TrxR1 inh: -28%; RGS4 inh: inconclusive; HP1b chromo inh: -9%

Results for Cc1ccccc1NS(=O)(=O)c1ccc(C)c(C(=O)N2CCOCC2)c1 ?
Tb PGK inh: 8%; ALOX12 inh: 2%; ERG Ets-DNA blk: -14%; JMJD2A Tudor: -8%; GLS inhibitor: 20%; TrxR1 inh: -5%; RGS4 inh: 4%; HP1b chromo inh: 20%; Pin1 inh: -3%

What do the screens show for `Cc1cc(=O)oc2cc(OCC(=O)NCCN3CCOCC3)c(Cl)cc12`?
Tb PGK inh: -10%; ALOX12 inh: -13%&14%; ERG Ets-DNA blk: 8%; JMJD2A Tudor: -8%; GLS inhibitor: -5%; TrxR1 inh: 2%; RGS4 inh: 59%[activator]; HP1b chromo inh: 31%; Pin1 inh: -1%

Results for CCCC(NS(=O)(=O)c1ccc(-c2ccc(=O)[nH]n2)s1)c1cccs1 (stereo unspecified) ?
Tb PGK inh: 3%; ALOX12 inh: -17%; ERG Ets-DNA blk: -3%; JMJD2A Tudor: -19%; GLS inhibitor: 2%; TrxR1 inh: 13%; RGS4 inh: 43%; HP1b chromo inh: 15%; Pin1 inh: 4%

How did CC1=C(C(=O)OC(C)C)C(C2CC=CCC2)NC(=O)N1 (stereo unspecified) do in these assays?
Tb PGK inh: -8%; ALOX12 inh: 5%; JMJD2A Tudor: -7%; GLS inhibitor: 5%; TrxR1 inh: 22%; RGS4 inh: -3%; HP1b chromo inh: 29%; Pin1 inh: -9%

What do the screens show for `Cc1cc(/C=C2\Sc3ccccc3N2C)cc(C)[n+]1CC1CCCO1` (stereo unspecified)?
Tb PGK inh: inactive; ALOX12 inh: -23%; ERG Ets-DNA blk: 8%; JMJD2A Tudor: inconclusive; GLS inhibitor: inconclusive; TrxR1 inh: 6%[57.1 µM]; RGS4 inh: inconclusive; HP1b chromo inh: 4%; Pin1 inh: inconclusive

What do the screens show for `CCC(c1nnnn1C1CCCC1)N1CCN(c2cccc(OC)c2)CC1` (stereo unspecified)?
Tb PGK inh: -6%; ALOX12 inh: inconclusive; ERG Ets-DNA blk: 5%; JMJD2A Tudor: inconclusive; GLS inhibitor: 17%; TrxR1 inh: 6%; RGS4 inh: 12%; HP1b chromo inh: inconclusive; Pin1 inh: -1%

How did Cc1cc(C)n(CCCNC(=O)CN(C)S(=O)(=O)c2ccc(Cl)cc2)n1 do in these assays?
Tb PGK inh: -1%; ALOX12 inh: 11%; ERG Ets-DNA blk: 3%; JMJD2A Tudor: -10%; GLS inhibitor: 6%; TrxR1 inh: 2%; RGS4 inh: -38%; HP1b chromo inh: 12%; Pin1 inh: -7%

Results for O=C(COC(=O)/C=C/c1ccc([N+](=O)[O-])cc1)NC(c1ccccc1)c1ccccc1 ?
Tb PGK inh: inactive; ALOX12 inh: 22%; ERG Ets-DNA blk: -4%; JMJD2A Tudor: -15%[57.1 µM]; GLS inhibitor: 2%; TrxR1 inh: -5%; RGS4 inh: -3%; HP1b chromo inh: 28%; Pin1 inh: -3%

Results for COc1cccc(NC(=O)C(Sc2nnc(-c3ccncc3)n2-c2ccc(Cl)cc2)c2ccccc2)c1 (stereo unspecified) ?
Tb PGK inh: 1%; ALOX12 inh: 1%; ERG Ets-DNA blk: -4%; JMJD2A Tudor: -27%; GLS inhibitor: -1%; TrxR1 inh: 8%; RGS4 inh: -6%; HP1b chromo inh: 8%; Pin1 inh: 21%

How did Clc1ccc(CNc2nc(N3CCOCC3)nc(N3CCOCC3)n2)cc1 do in these assays?
Tb PGK inh: 0%; ALOX12 inh: -21%; ERG Ets-DNA blk: 3%; JMJD2A Tudor: -12%; GLS inhibitor: 2%; TrxR1 inh: -4%; RGS4 inh: -43%; HP1b chromo inh: 44%[activator]; Pin1 inh: 2%

How did CC(C)NS(=O)(=O)c1ccc(Oc2ncc(C(F)(F)F)cc2Cl)cc1 do in these assays?
Tb PGK inh: -8%; ALOX12 inh: 0%; ERG Ets-DNA blk: 1%; JMJD2A Tudor: 0%; GLS inhibitor: -8%; TrxR1 inh: 2%[57.1 µM]; RGS4 inh: -17%; HP1b chromo inh: 34%[activator]; Pin1 inh: -1%

How did Cc1onc(-c2ccccc2Cl)c1C(=O)NNC(=O)c1cccc(F)c1 do in these assays?
Tb PGK inh: inactive; ALOX12 inh: -11%; ERG Ets-DNA blk: -2%; JMJD2A Tudor: 6%; GLS inhibitor: 5%; TrxR1 inh: 21%; RGS4 inh: -5%; HP1b chromo inh: 35%; Pin1 inh: -5%

Results for CCn1c(-c2cc(OC)c(OC)c(OC)c2)n[nH]c1=S ?
Tb PGK inh: 5%; ALOX12 inh: inconclusive; ERG Ets-DNA blk: -3%; JMJD2A Tudor: 7.9µM*; GLS inhibitor: 8%; TrxR1 inh: -17%; RGS4 inh: -15%; HP1b chromo inh: 42%[activator]; Pin1 inh: -2%

What do the screens show for `NNC(=S)Nc1c(Br)cc(F)cc1Br`?
Tb PGK inh: -3%; ALOX12 inh: -17%; ERG Ets-DNA blk: 9%; JMJD2A Tudor: -24%; GLS inhibitor: 16%; TrxR1 inh: 10%; RGS4 inh: -9%; HP1b chromo inh: 37%; Pin1 inh: -15%

How did O=C(OCCN1C(=O)c2ccccc2C1=O)c1cnccn1 do in these assays?
Tb PGK inh: 11%; ALOX12 inh: inconclusive; ERG Ets-DNA blk: -2%; JMJD2A Tudor: -11%; GLS inhibitor: 9%; TrxR1 inh: 11%; RGS4 inh: 24%; HP1b chromo inh: 18%; Pin1 inh: 2%

How did COc1ccc(OC)c(C(c2nnnn2CC2CCCO2)N2CCN(C3CCCC3)CC2)c1 (stereo unspecified) do in these assays?
Tb PGK inh: -11%; ALOX12 inh: inconclusive; ERG Ets-DNA blk: 5%; JMJD2A Tudor: -17%; GLS inhibitor: 10%; TrxR1 inh: 20%[57.1 µM]; RGS4 inh: inconclusive; HP1b chromo inh: 13%; Pin1 inh: -11%

How did CCCOc1ccc(-c2nc(C#N)c(N3CCC(C(N)=O)CC3)o2)cc1 do in these assays?
Tb PGK inh: 4%; ALOX12 inh: 10%; ERG Ets-DNA blk: 8%; JMJD2A Tudor: -7%; GLS inhibitor: -12%; TrxR1 inh: 26%; RGS4 inh: -2%; HP1b chromo inh: 19%; Pin1 inh: 0%

What do the screens show for `O=C(Nc1ccc2c(c1)CCC2)c1cc(S(=O)(=O)Nc2ccc(F)cc2)c(Cl)cc1Cl`?
Tb PGK inh: -6%; ALOX12 inh: -6%; ERG Ets-DNA blk: -9%; JMJD2A Tudor: inconclusive; GLS inhibitor: 7%; TrxR1 inh: 18%; RGS4 inh: 2%; HP1b chromo inh: -4%; Pin1 inh: 5%

These rows are one share of the data (hit frequency here may not be typical).
